Jurkat NFkB inh – inhibitors of induced NF-kB luciferase reporter, primary screen, TCR NF-kB activation inhibitor project, cell-based, luminescence, uHTS; Jurkat, PMA/ionomycin-induced NF-kB luciferase reporter; inhibition, % at 4 µM; hit rate 0.53% among 330,000; AID 435003, 2010
SENP7 inh – SENP7 protease inhibitors, primary screen, biochemical, luminescence, uHTS; Sentrin-specific protease 7 (Homo sapiens), Q9BQF6; recombinant SENP7, Z-RLRGG-aminoluciferin luminescence, 40 min; inhibition, % at 5 µM; hit rate 1.5% among 330,000;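 active = inhibition above about 50% at the single test dose, limit read from the data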;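 note: plate controls were DMSO with enzyme for no effect and no enzyme buffer wells for full effect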
Target sequence (Q9BQF6 706-1050 limits assumed): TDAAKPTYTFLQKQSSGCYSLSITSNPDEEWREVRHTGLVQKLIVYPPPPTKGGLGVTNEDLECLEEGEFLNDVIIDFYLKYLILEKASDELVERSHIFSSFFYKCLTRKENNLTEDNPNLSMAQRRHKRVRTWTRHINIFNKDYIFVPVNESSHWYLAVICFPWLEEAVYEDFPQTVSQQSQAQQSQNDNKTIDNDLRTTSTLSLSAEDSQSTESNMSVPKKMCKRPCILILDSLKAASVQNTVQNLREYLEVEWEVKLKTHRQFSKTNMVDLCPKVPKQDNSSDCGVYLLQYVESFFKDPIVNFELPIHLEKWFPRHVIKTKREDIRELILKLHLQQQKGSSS
UBC13 polyUb – UBC13 polyubiquitin chain formation inhibitors, primary screen, biochemical, TR-FRET, uHTS; inhibition, % at 20 µM; hit rate 0.47% among 330,000; in the data active = inhibition above about 45%, passing the limit was not always enough
Target sequence (P61088 whole entry, looked up): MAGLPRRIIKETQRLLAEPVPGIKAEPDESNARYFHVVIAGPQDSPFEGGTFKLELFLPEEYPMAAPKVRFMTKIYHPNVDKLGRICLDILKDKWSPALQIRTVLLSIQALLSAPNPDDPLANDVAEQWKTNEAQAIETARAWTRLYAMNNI
Apaf-1 inh – inhibitors of human Apaf-1 apoptosome, primary screen, biochemical, DEVD-Rh110 fluorescence, uHTS; Apoptotic protease-activating factor 1 (Homo sapiens), O14727; reconstituted apoptosome caspase-3 activity; inhibition, % at 20 µM; hit rate 0.71% among 330,000; AID 489030, 2010; active = inhibition of at least 40% at 20 µM;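 note: plate controls were DMSO wells for no effect and DEVD-CHO caspase inhibitor wells for full effect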
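System: Apoptosome proteins | Medium: Hepes pH 7.5 with detergent and BSA | Also added: Cytochrome c trigger plus (Z-DEVD)2-Rh110 caspase-3 substrate | Incubation: 30 min compound preincubation, 50 min activation, room temperature | Detection: Rhodamine 110 fluorescence at Ex 480/Em 540 nm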
697 NFkB inh – inhibitors of PMA/ionomycin-induced NF-kB reporter, 697 cells, primary screen, B-cell NF-kB inhibitor project, cell-based, luminescence, uHTS | inhibition, % at 4 µM | hit rate 0.33% among 330,000 | AID 435022, 2010 | 697 B-cell NF-kB luciferase reporter, 16 h; in the data active = inhibition above about 35%
Gli-Sufu antag – Gli-Sufu pathway antagonists, primary screen, luciferase luminescence, Sufu-KO-LIGHT cells, uHTS; hit rate 0.74% among 340,000; Sufu-KO-LIGHT fibroblasts, Gli luciferase reporter luminescence; inhibition, % at 5 µM;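 active = inhibition above about 55%, limit read from the data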;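 note: 0% = DMSO-treated cells and 100% = wells with medium but no cells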
HKDC1 inhibitor – HKDC1 hexokinase inhibitors, primary screen, biochemical, fluorescence, uHTS | inhibition, % at 20 µM | recombinant HKDC1, G6PDH/diaphorase resazurin coupled fluorescence | hit rate 0.16% among 340,000;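 active = inhibition above about 35% when tested at 20 µM, limit read from the data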;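 note: plate controls were DMSO wells with enzyme for no effect and DMSO wells lacking enzyme for full effect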
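test system = in-house recombinant HK5 (HKDC1) enzyme | amount = HKDC1 at 5 µg/mL | control set = DMSO-enzyme wells negative, buffer-substituted wells positive | compound = one dose of 20 µM, 1% DMSO | schedule = reaction time 90 min, room temperature, protected from light | technique = resorufin fluorescence at 613 nm | reagent = glucose with 1 mM ATP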
SENP8 inh – SENP8 protease inhibitors, primary screen, biochemical, luminescence | purified SENP8, Z-RLRGG-aminoluciferin cleavage | inhibition, % at 10 µM | hit rate 1.2% among 330,000 | AID 2540, 2010
Target sequence (Q96LD8 whole entry, looked up): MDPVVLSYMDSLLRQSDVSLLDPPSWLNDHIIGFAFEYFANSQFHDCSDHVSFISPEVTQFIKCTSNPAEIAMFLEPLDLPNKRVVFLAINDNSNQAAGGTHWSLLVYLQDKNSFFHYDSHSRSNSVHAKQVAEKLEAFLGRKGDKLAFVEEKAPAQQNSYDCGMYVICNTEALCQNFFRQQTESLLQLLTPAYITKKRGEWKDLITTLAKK
The depositor's hits bear a star; . = no result given. Cut-off read from the data, not from the text of the source, unless noted: active = inhibition above about 50%; inactive = the rest. Not a hit list. About 3.6% of those tested had a hit in this group.

No.	SMILES	Jurkat NFkB inh	SENP7 inh	UBC13 polyUb	Apaf-1 inh	697 NFkB inh	Gli-Sufu antag	HKDC1 inhibitor	SENP8 inh
1	CCCOc1ccc(NC(=O)C2CC(=O)N/C(=N/N=C(C)/C=C/c3ccc(N(C)C)cc3)S2)cc1 (centres undefined)	2	3	-19	10	-32	-30	-5	-11
2	CCOC(=O)C1(Cc2cccc(Cl)c2)CCCN(C(=O)c2cc(C)[nH]n2)C1 (centres undefined)	18	-3	2	-7	2	-2	-4	-8
3	COC(=O)[C@H](CCSC)NC(=O)Nc1cccc(Br)c1	-8	6	3	0	-1	10	-8	-3
4	COc1ccc(NC(=O)C2CCCN2S(=O)(=O)c2ccc3c(c2)CCC(=O)N3)c(OC)c1 (centres undefined)	-16	-2	-1	10	3	4	-1	-4
5	O=S(=O)(Nc1ccc(Cl)cc1)c1ccc(N2CCOCC2)c(NC(=S)NCCN2CCOCC2)c1	-6	-7	-4	10	-12	9	-4	-10
6	Cc1cccc(Nc2ncc3c(n2)CC(C)CC3=O)c1 (centres undefined)	-78	8	13	2	-62	-14	-3	-5
7	CC(CN1CCCCC1)OC(=O)/C=C/c1ccccc1 (centres undefined)	-5	8	1	7	-5	9	-4	1
8	O=C(CSc1n[nH]c(=O)n1-c1cccnc1)Nc1ccccc1Cl	-1	6	-13	-2	3	-1	-6	4
9	Cc1nn(C)c(Cl)c1/C=N/OC(=O)c1ccc(F)cc1	6	2	6	-1	12	2	1	-8
10	Oc1ccc2nnc3c(Br)cnn3c2c1	4	14	-19	22	13	9	9	4
11	CCOC(=O)c1nc(C)n(-c2ccc([N+](=O)[O-])cc2)n1	9	5	5	-8	8	4	-6	3
12	O=C(O)/C(=N/NC(=O)c1ccc(Cl)cc1)c1ccccc1	-7	1	-7	8	-1	3	-3	4
13	c1csc(-c2nc(NCCCN3CCOCC3)c3ccccc3n2)c1	-17	3	-1	9	-14	11	-5	0
14	CC(C)c1cc(=O)[nH]c(SCC(=O)NC2CCCC2)n1	-7	-2	2	3	3	3	-5	-8
15	COCc1[nH]nc2c1C(c1cccc(OC)c1)C(C#N)=C(N)O2 (centres undefined)	-21	12	4	0	3	1	6	-5
16	Cn1cccc1Cc1nnc(SCC(=O)NCc2ccc3c(c2)OCO3)n1CCc1ccccc1	5	-5	-9	0	15	-2	-6	3
17	CCCn1nc(C(=O)N2CCc3ccccc32)c2ccccc2c1=O	-7	8	6	-2	-18	3	-7	-1
18	CC1CCCCC1NC(=O)CSc1nnnn1-c1ccccc1 (centres undefined)	14	4	-2	5	21	5	1	1
19	COC(=O)COc1ccc(NC(=O)C(c2ccccc2)c2ccccc2)cc1	-10	7	-9	19	-2	5	0	-6
20	CN(CCC#N)C(=S)Nc1ccc(Oc2ccccc2)cc1	-7	-11	0	-13	-13	-6	-5	-8

Results in HKDC1 inhibitor and Gli-Sufu antag, for 3 of the compounds above:
#	canonical_smiles	HKDC1 inhibitor	Gli-Sufu antag
1	CCCOc1ccc(NC(=O)C2CC(=O)N/C(=N/N=C(C)/C=C/c3ccc(N(C)C)cc3)S2)cc1 (centres undefined)	-5	-30
2	CCOC(=O)C1(Cc2cccc(Cl)c2)CCCN(C(=O)c2cc(C)[nH]n2)C1 (centres undefined)	-4	-2
3	COC(=O)[C@H](CCSC)NC(=O)Nc1cccc(Br)c1	-8	10

Next section
No.	SMILES	Jurkat NFkB inh	SENP7 inh	UBC13 polyUb	Apaf-1 inh	697 NFkB inh	Gli-Sufu antag	HKDC1 inhibitor	SENP8 inh
21	NNc1nc(-c2ccccc2)nc(-c2ccccc2)c1Br	-8	3	2	-6	21	3	0	4
22	CNC(=S)N1CCN(c2ccc(OC)cc2)CC1	-10	10	0	-13	-14	0	-5	-9
23	O=C(O)CC1S/C(=N/N=C2CCCCC2)N(c2ccccc2)C1=O (centres undefined)	22	2	6	-14	-3	-5	-4	-4
24	CCN(CC)CCNC(=O)CCc1c(C)nc2c(c(C)nn2-c2ccc(C)cc2)c1C	15	-6	25	10	-17	22	4	-4
25	Cc1cc(NC(=O)COC(=O)C2CCN(S(=O)(=O)c3ccc(Cl)cc3)CC2)no1	-4	1	5	8	19	-4	-1	3
26	CCOc1ccc(-n2c(SCC(=O)O)nc3sc4c(c3c2=O)CCCC4)cc1	0	-5	1	0	9	-3	1	11
27	O=C(OCc1nc2ccccc2s1)c1ccccc1O	-7	86*	1	9	-29	-17	-6	85*
28	O=[N+]([O-])c1ccc(Sc2n[nH]c(-c3ccc(Cl)cc3Cl)n2)nc1	-6	-3	-15	5	6	-7	4	3
29	CC1CCC2(CC1)NC(=O)N(CC(=O)N1CCN(S(=O)(=O)c3ccc4c(c3)CCC4)CC1)C2=O (centres undefined)	-2	-5	-8	15	21	1	-2	-16
30	Cc1cc2c(=O)n(C)c(SCC(=O)NC3CCCC3)nc2s1	-17	-3	-5	7	-38	-3	0	-3
31	O=C(c1cccc(Br)c1)N1CCN(c2cnn(-c3ccccc3)c(=O)c2Cl)CC1	14	8	2	0	5	9	1	3
32	CC(C)(C)C(=O)Nc1nnc(COc2ccc(Cl)cc2)s1	6	7	4	7	-6	-10	3	5
33	Cc1ccc(NC(=O)COC(=O)c2ccc([N+](=O)[O-])o2)cc1S(=O)(=O)N1CCCCC1	-2	6	11	-14	3	21	0	-3
34	Cc1cc(C)n2nc(SCCOc3ccccc3)nc2n1	-18	8	-5	-4	1	43	2	-7
35	O=C(NCCN1CCN(C(=O)c2cccc(Br)c2)CC1)C(=O)Nc1ccc(Br)cc1	6	5	9	19	-7	0	-4	-1
36	O=C(C1CCC(=O)N(C2CCCCCC2)C1)N1CCN(c2ccccc2Cl)CC1 (centres undefined)	22	2	3	8	-12	18	4	2
37	O=C(Nc1ccc(Cl)cc1C(=O)O)c1ccc2c(c1)C(=O)N(Cc1ccco1)C2=O	-15	-10	-18	17	-4	-9	11	-11
38	NC(=O)c1c(NC(=O)CSc2nnc(Cc3ccccc3)n2Cc2ccco2)sc2c1CCC2	2	-3	5	12	-9	0	0	8
39	CCOC(=O)CSc1nc2sc3c(c2c(=O)n1CC)CC(C)(C)OC3	10	-1	-5	1	-3	-2	17	2
40	O=C(CCn1c(=O)sc2ccccc21)NCCN1CCOCC1	11	-15	-5	12	-5	0	-4	-11

Three records picked at random from those above:
No.	SMILES	Jurkat NFkB inh	SENP7 inh	UBC13 polyUb	Apaf-1 inh	697 NFkB inh	Gli-Sufu antag	HKDC1 inhibitor	SENP8 inh
32	CC(C)(C)C(=O)Nc1nnc(COc2ccc(Cl)cc2)s1	6	7	4	7	-6	-10	3	5
29	CC1CCC2(CC1)NC(=O)N(CC(=O)N1CCN(S(=O)(=O)c3ccc4c(c3)CCC4)CC1)C2=O (centres undefined)	-2	-5	-8	15	21	1	-2	-16
35	O=C(NCCN1CCN(C(=O)c2cccc(Br)c2)CC1)C(=O)Nc1ccc(Br)cc1	6	5	9	19	-7	0	-4	-1

(further entries)
No.	SMILES	Jurkat NFkB inh	SENP7 inh	UBC13 polyUb	Apaf-1 inh	697 NFkB inh	Gli-Sufu antag	HKDC1 inhibitor	SENP8 inh
41	COc1ccc(Cn2c(C3CC3)nc3ccc(NC(=O)c4cccnc4)cc3c2=O)cc1	-2	3	4	10	-88	-23	6	1
42	CCCCN(CCCC)CCNC(=O)c1cn(CC)c2ccc(S(=O)(=O)N(C)C3CCCCC3)cc2c1=O	10	-8	10	14	-34	37	-1	3
43	COc1cccc(C2=CC(c3cccs3)n3nnnc3N2)c1 (centres undefined)	-8	-2	-2	16	-101	-6	3	-2
44	Cc1cc(C)c(C)c(C(=O)C2OC(=O)C(C)(C)C(=O)C2(C)C)c1C (centres undefined)	8	2	14	5	24	0	-5	1
45	Cc1ccc(NC(=O)CCN2CCN(C/C=C/c3ccccc3)CC2)cc1C	-6	0	4	9	-8	1	0	-8
46	COc1ccc(CC(=O)OCC(=O)Nc2ncc(Cl)cc2Cl)cc1	-7	-10	-3	21	11	2	2	-11
47	CCOC(=O)c1cnc2c(ccc3ccccc32)c1NCCO	-39	4	-6	11	-6	-6	7	-6
48	Cc1ccccc1OCCC(=O)Nc1cccc(S(=O)(=O)Nc2ccccc2Cl)c1	-3	4	16	15	-13	-4	0	1
49	CS(=O)(=O)N(Cc1ccc(C(=O)NCCSc2ccccn2)cc1)c1ccccc1	-4	-6	-4	9	-20	39	6	-1
50	COC(=O)C(C#N)c1nc2ccccc2nc1N1CCN(Cc2ccc3c(c2)OCO3)CC1 (centres undefined)	-13	9	-18	10	-1	.	.	-2
51	O=C(COC(=O)c1ccc(Br)o1)NCc1cccs1	-11	-5	-6	1	-2	0	0	-11
52	CN(CC(=O)O)S(=O)(=O)c1cccs1	-6	0	-2	-1	-1	2	1	-3
53	COc1ccc(-c2csc(NC(=O)c3cc(C)oc3C)n2)cc1OC	-5	-2	7	2	23	13	3	1
54	O=C(NCc1ccco1)C1Cc2cc(Cl)ccc2O1 (centres undefined)	15	-5	-1	10	9	-9	-7	5
55	Cc1ccccc1CNC(=O)CC1C(=O)NCCN1CC1CCCCC1 (centres undefined)	7	4	3	12	4	10	-6	1
56	Cc1cc(C)c(NC(=O)CC(C)(C)C)c(Cl)c1	-3	-5	5	-1	-1	2	-6	-1
57	C=CCn1c(=O)c(C(=O)NCc2ccc3c(c2)OCO3)c(O)c2ccccc21	5	-1	15	5	18	-9	-6	2
58	CCCCOP(=O)(c1ccc(N(C)C)cc1)C(O)c1cc(OC)c(OC)c(OC)c1 (centres undefined)	4	7	1	-4	3	-8	-4	3
59	CC(C)=CCOc1ccc2c(C)c(CC(=O)N3C[C@H]4C[C@@H](C3)c3cccc(=O)n3C4)c(=O)oc2c1C	0	-5	10	6	9	-18	8	-7
60	CCC(=O)Nc1ccc(NC(=O)CSc2nnnn2C2CCCC2)cc1C	6	-6	-5	8	8	1	7	0

Exported with one line to a screen: six of the compounds above
#44 Cc1cc(C)c(C)c(C(=O)C2OC(=O)C(C)(C)C(=O)C2(C)C)c1C (centres undefined)
#45 Cc1ccc(NC(=O)CCN2CCN(C/C=C/c3ccccc3)CC2)cc1C
#46 COc1ccc(CC(=O)OCC(=O)Nc2ncc(Cl)cc2Cl)cc1
#47 CCOC(=O)c1cnc2c(ccc3ccccc32)c1NCCO
#48 Cc1ccccc1OCCC(=O)Nc1cccc(S(=O)(=O)Nc2ccccc2Cl)c1
#49 CS(=O)(=O)N(Cc1ccc(C(=O)NCCSc2ccccn2)cc1)c1ccccc1
compound no. | 44 | 45 | 46 | 47 | 48 | 49
Jurkat NFkB inh | 8 | -6 | -7 | -39 | -3 | -4
SENP7 inh | 2 | 0 | -10 | 4 | 4 | -6
UBC13 polyUb | 14 | 4 | -3 | -6 | 16 | -4
Apaf-1 inh | 5 | 9 | 21 | 11 | 15 | 9
697 NFkB inh | 24 | -8 | 11 | -6 | -13 | -20
Gli-Sufu antag | 0 | 1 | 2 | -6 | -4 | 39
HKDC1 inhibitor | -5 | 0 | 2 | 7 | 0 | 6
SENP8 inh | 1 | -8 | -11 | -6 | 1 | -1
